# NF-kB neuron act = NF-kB expression increase, human neuronal cells; AID 1239; NF-kB reporter expression; active compounds read high; fold change at 12.5 µM; hit rate 1.6% among 190,000; in the data active = fold change above about 3.3
# FLuc stim CS = firefly luciferase counter-screen for stimulation assays; activation factor at 10 µM; P08659; 200,000 tested, under 10 active; ATPlite luciferase biochemical, luminescence, 10 min; 0 = ATP-free wells, 1 = DMSO control;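 active = luciferase activation factor, scaled between plate controls, of at least 2 with compound at 10 µM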
# Target sequence (P08659 whole entry, looked up): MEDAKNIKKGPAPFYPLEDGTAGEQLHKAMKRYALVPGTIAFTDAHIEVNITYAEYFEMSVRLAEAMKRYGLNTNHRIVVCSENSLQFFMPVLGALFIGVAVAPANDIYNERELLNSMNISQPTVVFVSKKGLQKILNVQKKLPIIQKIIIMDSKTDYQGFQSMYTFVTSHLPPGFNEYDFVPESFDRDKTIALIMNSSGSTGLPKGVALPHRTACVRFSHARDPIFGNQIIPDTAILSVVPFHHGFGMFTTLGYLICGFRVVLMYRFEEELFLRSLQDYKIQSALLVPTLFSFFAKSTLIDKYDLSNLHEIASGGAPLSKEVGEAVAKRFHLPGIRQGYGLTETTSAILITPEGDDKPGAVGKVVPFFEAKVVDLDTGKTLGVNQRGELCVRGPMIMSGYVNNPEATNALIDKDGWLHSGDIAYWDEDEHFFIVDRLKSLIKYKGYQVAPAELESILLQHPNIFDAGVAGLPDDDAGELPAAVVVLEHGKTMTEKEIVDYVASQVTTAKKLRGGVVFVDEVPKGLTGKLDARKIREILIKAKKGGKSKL
#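 System: Luciferase/luciferin detection reagent, cell-free biochemical luciferase assay | Medium: PBS buffer for ATP | Dosing: Test compounds dosed from 2 mM stocks in 100% DMSO | Timing: 10 min at ambient temperature | Signal: Luminescence measurement of luciferase light output | Evaluation: Luciferase activation, seen as luminescence increase over controls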
# APP 5UTR inh = APP translation inhibition; SH-SY5Y APP 5'UTR-luciferase reporter, luminescence; inhibition, % at 2 µM; hit rate 0.82% among 190,000; AID 1285;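 active = inhibition above a set limit, derived from the sample mean plus 3 SD, cut at about 45% in these data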; note: values of inactives mirror those of a sister screen read the other way
# APP 5'UTR act = activates APP 5'UTR luciferase reporter | activation, % at 2 µM | hit rate 1% among 190,000 | SH-SY5Y APP 5'UTR luciferase reporter, luminescence; zero percent = DMSO vehicle wells;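 active = activation above a set limit, based on mean plus 3 SD of controls, cut at about 140% in these data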; note: values of inactives mirror those of a sister screen read the other way
# TLR4 MyD88 comp = TLR4-MyD88 interaction inhibition in cells. hit rate 0.18% among 200,000. HeLa CL3-4 TLR4/MyD88 BLA complementation, FRET ratio. AID 861. O00206+Q99836. inhibition, % at 8.4 µM; in the data active = inhibition above about 25%;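 note: 0% = vehicle and 100% = reference inhibitor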
# Diaphorase inh = inhibits diaphorase or chemically oxidizes, flagging diaphorase assay artifacts; hit rate 0.69% among 190,000; inhibition, % at 20 µM; diaphorase resazurin-to-resorufin fluorescence, NADH, 16 min; bacterial (C. kluyveri) enzyme, not human; AID 1217;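 active = primary screen inhibition at 20 µM above a set limit, cut at about 50% in these data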;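 note: plate controls were DMSO with full reaction for no effect and wells lacking NADH for full effect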
#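 Detection: fluorescence of resorufin formed from resazurin, Ex 544/Em 590 nm; test system: Clostridium kluyveri diaphorase enzyme; amount: 0.14 U/mL diaphorase, enzyme working solution; times: 16-min room-temperature incubation before reading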
# Diaph act CS = activates diaphorase or chemically reduces, flagging diaphorase assay artifacts; activation factor at 20 µM; Diaphorase/resazurin coupled assay, resorufin fluorescence, 16 min; active compounds read high; 1 = vehicle wells, 0 = NADH-free wells; hit rate 0.005% among 190,000; AID 1229;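 active = diaphorase activity raised at least twofold by the compound at 20 µM; inactive = activation factor below 2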
#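 Material: Purified diaphorase enzyme from Clostridium kluyveri | Buffer or medium: 50 mM HEPES pH 7.4 with 4.542 mM MgCl2, 0.005% Tween 20 | Times: 16 min enzyme reaction, ambient temperature | Signal: Red resorufin fluorescence at 544/590 nm excitation/emission | Measure: Increased resorufin signal from activators or reducing compounds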
# STAT1 act = STAT1 signaling activation. AID 932. NIH 3T3 STAT1-luciferase reporter, IFN-gamma, luminescence; 100% = IFN-gamma alone, no compound. hit rate 2.6% among 200,000. activation (% of control), % at 5.5 µM;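 active = activation above the screen-wide mean activation plus 3 SD, cut at about 130% in these data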;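 note: raw ratio to IFN-gamma control signal so 100% means no change and 0% no light; values of inactives mirror those of a sister screen read the other way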
# G6PDH counter = L. mesenteroides G6PDH inhibition counter-screen; Purified L. mesenteroides G6PDH, diaphorase/resazurin coupled fluorescence, 45 min; inhibition, % at 5 µM; hit rate 0.12% among 200,000; AID 1020; in the data active = inhibition above about 50%
# FLuc inhib CS = Photinus pyralis luciferase inhibition counter-screen | inhibition, % at 10 µM | ATPLite firefly luciferase biochemical luminescence, 10 min | P08659 | hit rate 1.5% among 200,000 | AID 1006;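 active = inhibition above about 50% when tested at 10 µM, limit read from the data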
# * = called active by the depositor; / = not tested or not shown. An unsorted share of the library; about 5.6% have a hit in one of these screens.
compound	NF-kB neuron act	FLuc stim CS	APP 5UTR inh	APP 5'UTR act	TLR4 MyD88 comp	Diaphorase inh	Diaph act CS	STAT1 act	G6PDH counter	FLuc inhib CS
CSc1ncccc1C(=O)N1CCCC(C(=O)c2cc(F)ccc2F)C1 (centres undefined)	1	1.1	14	-14	-5	48	0.5	101	8	-7
c1ccc(COc2ccccc2CNC23CC4CC(CC(C4)C2)C3)cc1	0.76	1	-2	3	13	-8	1.1	99	4	-3
Cc1cccnc1Nc1nc(-c2ccc(O)cc2O)cs1	3.9*	1	-36	36	-8	19	0.8	121	21	0
c1ccc(-c2csc(N3CCc4ccccc4C3)n2)cc1	1.2	0.9	-51	51	4	14	0.9	110	5	5
CC(C)C(c1nnnn1Cc1ccccc1)N(CCCO)Cc1cc2cc3c(cc2[nH]c1=O)OCO3 (centres undefined)	0.93	1	-10	11	12	18	0.8	95	2	-3
C/C(=N\NC(=O)CC1(C)OCCO1)c1cccs1	1	1	-6	6	-24	9	0.9	102	16	-2
O=C1c2oc3ccc(Br)cc3c(=O)c2C(c2cccnc2)N1Cc1ccco1 (centres undefined)	/	1.1	/	/	/	7	0.9	/	3	-10
Cn1c(=O)c2c(ncn2CC(COCc2ccc(Cl)cc2)OCc2ccc(Cl)cc2)n(C)c1=O (centres undefined)	0.36	1	-18	18	5	22	0.8	100	5	-1
CCCC(=O)Nc1ccccc1NC(=O)c1cc(OC)c(OC)c(OC)c1	1.2	1	2	-2	-2	10	0.9	95	11	-2
N#C/C(=C(/O)Cc1cccc2ccccc12)c1nc2ccccc2s1	1.1	1.1	-8	8	0	12	0.9	100	1	-11
O=c1c2ccccc2c(/C=N/c2nnc(Cc3ccccc3)s2)c(O)n1-c1ccc(Cl)cn1	1.4	0.5	-4	4	6	37	0.6	94	7	50*
Cc1cc(C(=O)OCC(=O)NC(C)C)c(C)o1	1.6	1.1	7	-7	-4	7	0.9	103	-2	-8
O=C(OCC(=O)N1CCc2ccccc21)c1c2c(nc3ccccc13)CCCC2	0.33	0.9	3	-3	-1	16	0.8	101	-35	9
CCC(=O)N(CCC(c1ccco1)c1ccccc1OC)Cc1cccs1 (centres undefined)	1.6	1.1	2	-2	-3	21	0.8	99	-2	-6
CCOC(=O)Cc1csc(NC(=O)C(CC(C)C)NC(=O)C2CCCCC2)n1 (centres undefined)	0.91	1	-7	7	6	13	0.9	102	10	-2
CC(=O)NN1C(=O)/C(=C/c2ccc(C(C)C)cc2)SC1=S	1.2	0.6	20	-20	-14	8	0.9	104	7	36
O=C(O)c1ccccc1CSc1nc2ccccc2n1Cc1ccccc1C(=O)O	1.2	1.1	13	-13	-15	4	1	102	5	-8
COC1CCN(C(=O)CC2C(=O)NCCN2CC(C)(C)C)CC1 (centres undefined)	1.1	1	23	-23	-26	12	0.9	108	17	-2
COc1ccc(CCNC(=O)c2cc(S(=O)(=O)N3CCC4(CC3)OCCO4)ccc2F)cc1OC	1.2	1.1	-7	7	-11	6	0.9	91	1	-6
CC1=C(C)/C(=N\OS(=O)(=O)c2ccc(C)cc2)C=CC1=O	1.9	1.1	90*	-90	-4	101*	0	99	32	-5
O=C(Oc1nsnc1N1CCCCC1)N1CCOCC1	1.4	1.1	36	-36	-9	6	0.9	100	0	-8
CCOc1ccc(-n2cc(C(=O)Nc3cccc(OC)c3)c3cc(OC)c(OC)cc3c2=O)cc1	0.57	1.1	3	-3	9	15	0.9	99	2	-7
Fc1ccc(CNc2ncnc3c2cnn3-c2ccccc2)cc1	1.6	1	13	-13	5	16	0.8	110	0	-1
O=S(=O)(c1ccccc1)c1cnn(-c2ccccc2)c1-c1ccc(Cl)cc1	0.82	1.1	18	-18	-12	28	0.7	100	8	-8
COc1ccc2cc3cc(C(=O)NCC4COc5ccccc5O4)oc3nc2c1 (centres undefined)	0.99	1.1	20	-20	-7	8	0.9	103	5	-6
O=C(/C=C/c1ccccc1)NC(=S)Nc1ccccc1C(=O)NC1CCCCC1	1.2	1.1	-10	10	5	-1	1	95	-2	-6
Cc1oc(C(C)(C)C)cc1C(=O)NC(Cc1ccccc1)C(=O)O (centres undefined)	1.1	1	-4	4	4	8	0.9	105	10	-2
CCn1cc(Cl)c(C(=O)Nc2ccc3c(c2)OCCO3)n1	4.1*	0.3	-137	137*	0	11	0.9	106	-5	74*
CCc1ccc(NC(=S)N(CCCN2CCOCC2)Cc2ccco2)cc1	0.97	1.1	-9	9	-1	6	0.9	98	-7	-6
CC(=O)N1CCC(C(=O)Nc2nc(-c3ccccc3)ns2)CC1	1.8	1.1	-4	4	-14	5	0.9	88	-4	-7

# Looked up by structure from above:
compound	NF-kB neuron act	FLuc stim CS	APP 5UTR inh	APP 5'UTR act	TLR4 MyD88 comp	Diaphorase inh	Diaph act CS	STAT1 act	G6PDH counter	FLuc inhib CS
Fc1ccc(CNc2ncnc3c2cnn3-c2ccccc2)cc1	1.6	1	13	-13	5	16	0.8	110	0	-1
CCn1cc(Cl)c(C(=O)Nc2ccc3c(c2)OCCO3)n1	4.1*	0.3	-137	137*	0	11	0.9	106	-5	74*
CSc1ncccc1C(=O)N1CCCC(C(=O)c2cc(F)ccc2F)C1 (centres undefined)	1	1.1	14	-14	-5	48	0.5	101	8	-7
O=S(=O)(c1ccccc1)c1cnn(-c2ccccc2)c1-c1ccc(Cl)cc1	0.82	1.1	18	-18	-12	28	0.7	100	8	-8
COc1ccc(CCNC(=O)c2cc(S(=O)(=O)N3CCC4(CC3)OCCO4)ccc2F)cc1OC	1.2	1.1	-7	7	-11	6	0.9	91	1	-6

# (more compounds)
compound	NF-kB neuron act	FLuc stim CS	APP 5UTR inh	APP 5'UTR act	TLR4 MyD88 comp	Diaphorase inh	Diaph act CS	STAT1 act	G6PDH counter	FLuc inhib CS
CCOc1ccc(NC(=O)C2CCCN(C(=O)NCc3ccccc3)C2)cc1 (centres undefined)	1.2	1	-4	4	4	18	0.8	99	7	-3
O=C(Nc1ccc(-c2cn3ccsc3n2)cc1)C1COc2ccccc2O1 (centres undefined)	1.4	1	-9	9	-14	26	0.7	124	-4	-1
CN1C(=O)c2ccc(N(C)C)cc2C1=O	1.2	0.9	-4	4	-8	-8	1.1	96	0	8
C=CCSc1nnc(-c2c[nH]c3ccccc23)n1CC	1.1	0.9	/	/	-5	-2	1	99	14	7
O=c1c2ccccc2nc2c3ccccc3c(NCCN3CCOCC3)nn12	0.36	1.1	-2	2	-2	-20	1.2	110	-17	-6
Cc1ccc(C(=O)NCCNS(C)(=O)=O)cc1	1.2	0.9	-3	3	17	0	1	107	12	9
CCCC(=O)Nc1cccc(-c2cn3ccsc3n2)c1	1.3	0.6	-21	21	-2	-3	1	108	3	40
Cc1cc(C)nc(N/N=C/c2ccc3c(c2)OCCO3)n1	0.79	0.8	-20	20	-3	5	1	107	-4	20
CC1=C(C(=O)OCC2CCCO2)C(c2ccc(F)cc2)NC(=O)N1 (centres undefined)	1.2	1	24	-24	-4	36	0.6	94	7	-5
COCCOC(=O)C1=C(C)NC(=O)NC1c1cccs1 (centres undefined)	1	1	-4	4	-3	-15	1.2	97	10	-3
CCCCCCN1CC(O)=C(c2nc3ccccc3[nH]2)C1=N	1.3	0.9	11	-11	4	4	1	107	0	5
CC(C)C(c1nnnn1C(C)(C)C)N1CCN(c2cccc(Cl)c2)CC1 (centres undefined)	0.96	1	-12	12	-3	22	0.8	114	0	-4
CCOC(=O)C1=C(CSc2nc(-c3ccccc3)ccc2C#N)OC(N)=C(C#N)C1c1ccc(OC)cc1 (centres undefined)	2.5	1.1	-95	95	26*	24	0.8	147*	6	-8
CC(=O)N(C)c1ccc(NC(=S)Nc2cccc3ccccc23)cc1	0.65	1	-13	13	-5	25	0.8	121	-2	0
CC(CNC(=O)C1CCCCC1)NC(=O)C1CCCCC1 (centres undefined)	0.93	1	1	-1	0	-9	1.1	102	7	4
CCCc1c(C(=O)OCC)[nH]c2c1C(=O)CCC2	1.1	1	2	-2	1	2	1	98	4	3
COc1ccc2nc(NC(=O)CSc3nnnn3C)sc2c1	2.2	0.8	-60	60	-7	-4	1	142*	11	16
COC(=O)CSC1=NS(=O)(=O)c2ccccc21	1	1	-19	19	11	2	1	101	-14	-4
COc1ccc(NS(=O)(=O)c2cc(NC(=O)/C=C/c3cc(OC)ccc3OC)ccc2N2CCCCC2)cc1	1.1	1.1	-2	2	-11	18	0.8	108	0	-9
CCn1c(O)c(N=NC(=O)c2cccc(S(=O)(=O)N3CCCCC3)c2)c2ccccc21	0.33	1	11	-11	-12	29	0.7	102	-25	-4
O=c1c2cc(N3CCOCC3)ccc2[nH]c(=S)n1Cc1cccc(Cl)c1	0.76	1.1	4	-4	-6	18	0.8	93	3	-5
COc1ccc(CNC(=O)[C@H](C)NC(=O)C2CCN(S(=O)(=O)c3ccc(C)cc3)CC2)cc1	0.93	1	-9	9	-3	8	0.9	102	6	-3
Cc1cccc(NC(=O)COc2ccccc2)c1	1.5	0.9	-25	25	-8	18	0.8	99	0	5
CCOc1cc(/C=N/NC(=O)CN2CCCCC2)ccc1OCc1cccc(Cl)c1	0.78	1	-4	4	6	12	0.9	100	-14	-3
C#Cc1ccc([C@@H]2C=C(C(=O)OCC=C)O[C@H](OCc3ccc(CO)cc3)C2)cc1	1.1	1	-27	27	8	25	0.7	101	8	-4
CC(=O)Nc1ccc2c(c1)C(C)(C)C(C)N2C (centres undefined)	0.7	1	-15	15	-16	30	0.7	87	-6	-2
O=C(c1ccc(S(=O)(=O)Cc2ccccc2Cl)c([N+](=O)[O-])c1)N1CCN(c2ccccn2)CC1	0.78	1	-23	23	5	9	0.9	86	7	0
O=C(Cc1ccccc1)NNC1CC(=O)N(c2ccc(Cl)cc2)C1=O (centres undefined)	1.2	1.1	-21	21	-22	0	1	104	14	-8
CCCC1C(c2ccc(OC)cc2)C(C#N)(C#N)C2(C#N)CC1(N)NC2=O (centres undefined)	1.1	1.1	5	-5	1	5	0.9	100	20	-8
COc1cccc(C2CC(c3ccc(C)cc3)n3ncnc3N2)c1 (centres undefined)	0.92	1	-5	5	2	14	0.9	97	5	-4
CCC(=O)Nc1sc(C(=O)OC)c(C)c1C(=O)OC	1.1	1.1	-22	22	-3	8	0.9	104	1	-8
CC(=O)c1cccc(NC(=O)N2CCCC2C(=O)Nc2ccc3c(c2)OCO3)c1 (centres undefined)	1.1	1.1	-13	13	-28	-10	1.1	90	10	-9
Cc1ccc(OCC(=O)NNC(=O)CSc2ncnc3sc(C)c(C)c23)cc1	1.1	1.1	-7	7	12	13	0.9	101	9	-6
Cc1cc(C)n(C(=O)CNC(=O)c2cccs2)n1	1	1.1	-11	11	1	4	1	99	13	-8
